14-3-3 Bad inh: inhibitors of 14-3-3 zeta/Bad binding, primary screen, biochemical, TR-FRET, bovine 14-3-3 zeta. 14-3-3 protein zeta/delta (Bos taurus), P63103. TR-FRET 14-3-3zeta/Dy647-pBad peptide displacement, 1 h. inhibition, % at 21.7 µM. actives 0.71% (n = 220,000). AID 781, 2007;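 active = inhibition above about 70%, limit read from the data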;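 note: 0% = full 14-3-3 plus peptide FRET controls and 100% = background without 14-3-3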
Target sequence (P63103 whole entry, looked up): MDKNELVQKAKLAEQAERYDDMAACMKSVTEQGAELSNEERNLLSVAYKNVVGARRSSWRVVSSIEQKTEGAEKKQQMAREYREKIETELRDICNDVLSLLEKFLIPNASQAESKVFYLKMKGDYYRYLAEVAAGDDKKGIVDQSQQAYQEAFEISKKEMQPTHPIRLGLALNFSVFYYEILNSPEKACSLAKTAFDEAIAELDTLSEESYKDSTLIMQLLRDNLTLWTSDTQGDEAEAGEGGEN
KCC2 mod: KCC2 cotransporter modulators, thallium flux, primary screen, cell-based, HEK293 KCC2, FluoZin-2 fluorescence, MLSMR; KCC2 cells, thallium flux FluoZin-2 fluorescence; B-score of Tl+ flux slope (higher = more flux/activation; lower = inhibition) at 10 µM; Solute carrier family 12 member 5 (Homo sapiens), Q9H2X9; actives 2.2% (n = 190,000);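 active = thallium flux slope and its plate-corrected score both differing from the plate sample mean at a set confidence after two filtering rounds, in either direction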;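 note: slope of fluorescence scaled to starting intensity during 10 to 20 s after thallium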
NCF1 inh: p47phox/p22phox peptide binding inhibitors, primary screen, biochemical, uHTS, NADPH oxidase regulatory subunit; inhibition, % at 24.7 µM; AID 1274, 2008; fluorescence polarization, 2 h; actives 0.53% (n = 220,000); Neutrophil cytosol factor 1 (Homo sapiens), P14598;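 note: 0% = p47phox with labelled peptide and 100% = labelled peptide alone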
Target sequence (P14598 whole entry, looked up): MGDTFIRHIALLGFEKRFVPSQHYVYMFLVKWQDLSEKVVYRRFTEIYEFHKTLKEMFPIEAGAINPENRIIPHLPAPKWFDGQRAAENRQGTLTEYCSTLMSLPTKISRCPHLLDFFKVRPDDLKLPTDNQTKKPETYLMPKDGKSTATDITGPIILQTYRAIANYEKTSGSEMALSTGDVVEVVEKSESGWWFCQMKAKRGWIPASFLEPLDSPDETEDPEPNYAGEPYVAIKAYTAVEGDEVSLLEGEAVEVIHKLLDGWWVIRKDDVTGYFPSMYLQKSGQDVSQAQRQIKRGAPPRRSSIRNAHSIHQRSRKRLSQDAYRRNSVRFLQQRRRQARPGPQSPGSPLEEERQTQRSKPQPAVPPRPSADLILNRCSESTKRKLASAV
Furin inhibitor: human furin inhibitors, primary screen, biochemical, fluorescence intensity | P09958 | purified furin, fluorogenic substrate cleavage | inhibition, % at 30 µM | actives 0.061% (n = 220,000); in the data active = inhibition above about 25%; note: inactives centre near -15
eIF4E-4G inh: eIF4E–eIF4G protein interaction inhibitors, primary screen, biochemical, uHTS, TR-FRET, eIF4GI fragment | Eukaryotic translation initiation factor 4E (Mus musculus) + Eukaryotic translation … | TR-FRET eIF4E-eIF4GI(517-606) binding, 2 h | inhibition, % at 21.7 µM | actives 0.37% (n = 220,000) | AID 782, 2007;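 note: 0% = full FRET control wells and 100% = background wells lacking eIF4GI fragment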
Rad51 HR inh: human RAD51 strand exchange inhibitors, primary screen, biochemical, fluorescence | DNA repair protein RAD51 homolog 1 (Homo sapiens), Q06609 | hRad51 DNA strand exchange, fluorescence dequenching | inhibition, % at 10 µM | actives 0.085% (n = 200,000) | AID 1385, 2008;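 active = inhibition above 40% at the single screening dose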;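 note: 0% = DMSO control wells and 100% = blanks with heterologous ssDNA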
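Material: human Rad51–ssDNA filaments; Probe or stimulus: labelled 47-mer dsDNA for strand exchange; Doses: single 10 µM dose; Incubation: 37 °C 15-min filament assembly, 30-min compound preincubation, 15-min exchange; Technique: FRET fluorescence dequenching, excitation 485 nm, emission 520 nm; Measure: Fluorescence-based percent inhibition, control- and blank-normalised; Benchmarks: plate control and blank wells.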
Thrombin inh: human alpha-thrombin inhibitors, primary screen, counter-screen for coagulation protease inhibitor project, biochemical, 1536-well, fluorogenic AMC substrate. inhibition, % at 5 µM. Boc-VPR-AMC fluorogenic substrate cleavage. AID 1046, 2008. actives 0.26% (n = 220,000);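 active = inhibition at or above 40%; inactive = inhibition below 40%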;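 note: 0% = enzyme with no compound and 100% = wells without enzyme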
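System: Human alpha-thrombin protein | Medium: pH 7.5 Tris (50 mM) with NaCl 150 mM, Tween 20 0.05% | Times: Enzyme reaction carried out at room temperature | Detection: AMC fluorescence, 355/460 nm | Evaluation: Percent inhibition scaled between no-compound controls and no-enzyme blanks | Benchmarks: Enzyme without compound as high, wells lacking enzyme as low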
EBV gp42 block: Epstein-Barr virus gp42 inhibitors, primary screen, biochemical, uHTS, fluorescence polarization | AID 1085, 2008 | inhibition, % (tested at 21.74 µM) | Glycoprotein 42 (Epstein-Barr virus (strain AG876)), Q1HVG2 | Fluorescence polarization binding assay, mP read-out | actives 0.42% (n = 220,000); in the data active = inhibition above about 50%
Target sequence (Q1HVG2 whole entry, looked up): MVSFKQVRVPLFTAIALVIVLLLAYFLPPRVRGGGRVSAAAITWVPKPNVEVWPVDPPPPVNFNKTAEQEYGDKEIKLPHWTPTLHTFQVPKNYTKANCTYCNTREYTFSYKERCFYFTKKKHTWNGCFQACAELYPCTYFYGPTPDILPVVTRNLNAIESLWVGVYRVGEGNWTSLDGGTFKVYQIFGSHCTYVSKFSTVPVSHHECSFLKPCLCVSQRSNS
hK5 inh: human KLK5 protease inhibitors, primary screen, biochemical, 1536-well | Kallikrein-5 (Homo sapiens), Q9Y337 | recombinant hK5, fluorogenic AMC substrate cleavage | inhibition, % at 5 µM | actives 0.59% (n = 210,000) | AID 873, 2007;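 active = inhibition of 40% or more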;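 note: 0% = enzyme controls without compound and 100% = no-enzyme blanks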
* = called active by the depositor; & = joins results of further samples; [ ] = remark or other dose.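 Rule for the calls, unless noted: active = inhibition above about 30% (limit read from the data); inactive = the rest.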

For Fc1ccc(Nc2c3c(nc4ccccc24)CCC3)cc1 the results were 14-3-3 Bad inh -7.5, KCC2 mod -0.0329, NCF1 inh -6.2, Furin inhibitor -16.7, eIF4E-4G inh 1.8, Rad51 HR inh -3.2, Thrombin inh 2.5, EBV gp42 block -7.2 and hK5 inh 4.6.
For O=C(/C=C/c1ccc2c(c1)OCO2)Nc1ccc(Cl)cn1 the results were 14-3-3 Bad inh 26.9, KCC2 mod -1.59, NCF1 inh 9.8, Furin inhibitor -22.0, eIF4E-4G inh -6.6, Rad51 HR inh -3.0, Thrombin inh 4.4, EBV gp42 block -1.2 and hK5 inh -3.3.
For C=CCn1c(=O)/c(=C2/Sc3cc(OC)ccc3N2C)s/c1=C1\C(=O)N(CC)C(=S)N1C the results were 14-3-3 Bad inh -11.2, NCF1 inh -15.2, Furin inhibitor -7.0, eIF4E-4G inh -2.0, Rad51 HR inh 16.7, Thrombin inh -3.2, EBV gp42 block -10.2 and hK5 inh 5.7.
Screening COc1ccc(NC(C)=O)cc1NC(=O)CN1CCN(S(=O)(=O)c2ccc(C(C)C)cc2)CC1 returned 14-3-3 Bad inh 16.8, NCF1 inh 3.1, Furin inhibitor -17.3, eIF4E-4G inh -26.0, Rad51 HR inh 3.4, Thrombin inh -4.0, EBV gp42 block -3.8 and hK5 inh 0.1.
Screening CCC(C)C(=O)N1CCc2cc(-c3csc(N)n3)ccc21 (stereo unspecified) returned 14-3-3 Bad inh 12.2, KCC2 mod 0.0227, NCF1 inh -4.3, Furin inhibitor -10.4, eIF4E-4G inh -2.4, Rad51 HR inh 1.1, Thrombin inh 6.0, EBV gp42 block -10.7 and hK5 inh 4.8.
For Cc1ccc(NC(=O)c2cc(-c3ccco3)on2)cc1C the results were 14-3-3 Bad inh -0.7, KCC2 mod -0.0086, NCF1 inh -24.9, Furin inhibitor -26.0, eIF4E-4G inh 4.8, Rad51 HR inh -4.5, Thrombin inh 7.6, EBV gp42 block -17.0 and hK5 inh -2.2.
Screening CC1=Nc2ccccc2/C1=C/c1sc(=O)n(CC(=O)N2CCCC2)c1O returned 14-3-3 Bad inh -6.7, KCC2 mod -2.08, NCF1 inh -19.3, Furin inhibitor 8.4[20 µM], eIF4E-4G inh -3.6[fluorescence artefact?], Rad51 HR inh -2.5, Thrombin inh 4.2, EBV gp42 block -23.0 and hK5 inh 3.0.
Screening CC1Cc2cc(/C(O)=C3/C(=O)C(=O)N(CCN4CCOCC4)C3c3cccc(O)c3)ccc2O1 (stereo unspecified) returned 14-3-3 Bad inh -11.5, KCC2 mod 0.473, NCF1 inh -21.3, Furin inhibitor -14.5[20 µM], eIF4E-4G inh 0.7, Rad51 HR inh -9.3, Thrombin inh 3.6, EBV gp42 block -18.4 and hK5 inh -21.2.
O=C(Nc1cccc(Cl)c1Cl)c1ccncc1 was read as 14-3-3 Bad inh -7.9[fluorescence artefact?], NCF1 inh -7.9, Furin inhibitor -16.6[20 µM], eIF4E-4G inh -1.6[fluorescence artefact?], Rad51 HR inh -4.5, Thrombin inh -4.8, EBV gp42 block 7.1 and hK5 inh -8.4.
For COc1ccc(N2C(=O)c3ccccc3C2=O)cc1 the results were 14-3-3 Bad inh -6.2, KCC2 mod -0.177, NCF1 inh -10.1, Furin inhibitor -30.3, eIF4E-4G inh -0.5, Rad51 HR inh 12.8, Thrombin inh -3.8, EBV gp42 block -5.6 and hK5 inh -0.4.
For COc1ccc(/C(O)=C2\C(=O)C(=O)N(Cc3ccco3)C2c2cc(OC)ccc2OC)cc1 (stereo unspecified) the results were KCC2 mod -1.53, NCF1 inh -6.2, Furin inhibitor -17.4, Rad51 HR inh 7.7, Thrombin inh -2.5, EBV gp42 block -23.1 and hK5 inh -1.9.
COC(=O)C1=NN(c2ccccc2)C2(S1)S/C(=C\c1ccccc1)C(=O)N2c1ccccc1 (stereo unspecified) was read as 14-3-3 Bad inh 4.9, KCC2 mod 0.049, NCF1 inh -14.0, Furin inhibitor -5.1[20 µM], eIF4E-4G inh 3.1, Rad51 HR inh -11.5, Thrombin inh -5.5, EBV gp42 block 0.7 and hK5 inh -3.5.
O=C(NCCc1ccccc1F)C(=O)Nc1nccs1 was read as 14-3-3 Bad inh 1.6, KCC2 mod -0.018, NCF1 inh -8.1, Furin inhibitor 0.1[20 µM], eIF4E-4G inh -0.2[fluorescence artefact?], Rad51 HR inh 0.7, Thrombin inh -0.2, EBV gp42 block -1.5 and hK5 inh 3.5.
For CCCCCCCCC/C(=N\O)c1ccccn1 the results were 14-3-3 Bad inh 0.3, KCC2 mod 0.645, NCF1 inh 0.5, Furin inhibitor -27.9[20 µM], eIF4E-4G inh -1.5, Rad51 HR inh -5.1, Thrombin inh -2.5, EBV gp42 block 9.0 and hK5 inh -4.1.
Screening Cc1ccc2c(c1)N=C(c1ccc(F)cc1)CO2 returned 14-3-3 Bad inh -7.5, KCC2 mod -0.638, NCF1 inh -15.5, Furin inhibitor -22.2[20 µM], eIF4E-4G inh 1.8, Rad51 HR inh -1.4, Thrombin inh -0.8, EBV gp42 block 2.1 and hK5 inh -10.5.
For O=C(CSc1nccc(-c2cccs2)n1)Nc1ccc(F)c(Cl)c1 the results were 14-3-3 Bad inh 3.2, KCC2 mod -0.977, NCF1 inh -6.7, Furin inhibitor -15.5, eIF4E-4G inh -0.9, Rad51 HR inh 3.8, Thrombin inh 1.6, EBV gp42 block -14.8 and hK5 inh 4.2.
Screening Cc1ccc(C(=O)COC(=O)CCN2C(=O)C3C4CC(C(Br)C4Br)C3C2=O)cc1 (stereo unspecified) returned 14-3-3 Bad inh -7.2, KCC2 mod 0.833, NCF1 inh -8.8, Furin inhibitor -12.2, eIF4E-4G inh 14.6[fluorescence artefact?], Rad51 HR inh -10.1, Thrombin inh -6.4, EBV gp42 block -13.7 and hK5 inh -15.8.
Screening O=C(CSc1n[nH]c(=O)[nH]c1=O)Nc1ccc(C(=O)O)cc1 returned 14-3-3 Bad inh -10.7, KCC2 mod 0.0464, NCF1 inh -16.2, Furin inhibitor -21.3, eIF4E-4G inh -4.1, Rad51 HR inh 4.5, Thrombin inh -0.8, EBV gp42 block -11.2 and hK5 inh -18.2.
Screening O=C1CC(c2cccc([N+](=O)[O-])c2)c2ccc3ccccc3c2N1 (stereo unspecified) returned 14-3-3 Bad inh 10.7, KCC2 mod -0.141, NCF1 inh -12.0, Furin inhibitor -16.2[20 µM], eIF4E-4G inh 1.8, Rad51 HR inh -0.5, Thrombin inh -3.3, EBV gp42 block -10.9 and hK5 inh 1.9.
COc1ccc(S(=O)(=O)N2CCC(N3CCN(c4ccccc4)CC3)CC2)cc1 was read as 14-3-3 Bad inh -3.6, KCC2 mod 1.59, NCF1 inh -9.1, Furin inhibitor -11.5[20 µM], eIF4E-4G inh -0.5, Thrombin inh 5.6, EBV gp42 block -15.2 and hK5 inh -21.2.
Cc1ccc(/C=C/C(=O)NCc2ccco2)o1 was read as 14-3-3 Bad inh -12.1, KCC2 mod 0.39, NCF1 inh -8.2, Furin inhibitor -16.8, eIF4E-4G inh 11.9, Rad51 HR inh 1.8, Thrombin inh -4.5, EBV gp42 block 1.7 and hK5 inh -15.7.
For Cc1ccc(CNC(=O)NCc2ccccc2)cc1 the results were 14-3-3 Bad inh -7.2, KCC2 mod -0.03, NCF1 inh -5.0, Furin inhibitor -24.7, eIF4E-4G inh 0.2, Rad51 HR inh -0.2, Thrombin inh -13.2, EBV gp42 block -4.2 and hK5 inh 4.0.
`CC(Sc1ccc2ccccc2n1)C(=O)O` (stereo unspecified) gave 14-3-3 Bad inh 13.4&-13.0, KCC2 mod 0.179&0.123, NCF1 inh -3.5&-0.9, Furin inhibitor 9.3, eIF4E-4G inh 2.7&10.7, Thrombin inh -0.8&-5.9, EBV gp42 block -6.9&-5.2 and hK5 inh -12.1&3.6.
Screening O=C(NCc1ccc2c(c1)OCO2)c1cc(=O)[nH]c2ccccc12 returned 14-3-3 Bad inh -3.1, KCC2 mod 0.232, NCF1 inh 2.8, Furin inhibitor -13.4, eIF4E-4G inh -7.0, Rad51 HR inh -0.9, Thrombin inh -7.7, EBV gp42 block -1.9 and hK5 inh -3.8.
O=C1CC(c2ccc(F)cc2)Cc2nc(NCC3CCCO3)ncc21 (stereo unspecified) was read as 14-3-3 Bad inh 14.2, KCC2 mod -1.02, NCF1 inh 0.9, Furin inhibitor -14.3[20 µM], eIF4E-4G inh 8.1, Rad51 HR inh 6.9, Thrombin inh -1.9, EBV gp42 block -6.5 and hK5 inh -7.6.
Screening CCn1cc(C2=NOC(C(=O)Nc3c(C)nn(Cc4ccc(F)cc4)c3C)C2)c(C)n1 (stereo unspecified) returned 14-3-3 Bad inh 4.6[fluorescence artefact?], KCC2 mod 0.478, NCF1 inh -8.0, Furin inhibitor -23.2, eIF4E-4G inh -3.7, Rad51 HR inh -1.8, Thrombin inh -2.7, EBV gp42 block -8.1 and hK5 inh -0.5.
For CCOC(=O)c1cc2c(nc1C)-c1cc(Cl)cc(Cl)c1OC2O (stereo unspecified) the results were 14-3-3 Bad inh -14.4, KCC2 mod -0.0333, NCF1 inh -10.6, Furin inhibitor -25.7, eIF4E-4G inh -1.1, Rad51 HR inh -16.0, Thrombin inh -9.8, EBV gp42 block -24.7 and hK5 inh 7.6.
CC1(C(=O)O)Cc2ccccc2C(=O)O1 (stereo unspecified) was read as 14-3-3 Bad inh 14.2, KCC2 mod 0.483, NCF1 inh 4.6, Furin inhibitor -18.0[20 µM], eIF4E-4G inh -1.1, Rad51 HR inh 3.8, Thrombin inh 1.1, EBV gp42 block -19.8 and hK5 inh -4.3.
Screening CCCNc1nc2c(c(=O)[nH]c(=O)n2C)n1Cc1ccc(F)cc1 returned 14-3-3 Bad inh 8.5, NCF1 inh -5.1, Furin inhibitor -22.5, eIF4E-4G inh -4.0, Rad51 HR inh 3.5, Thrombin inh -1.2, EBV gp42 block -10.4 and hK5 inh -0.6.

Compound activity deposited in PubChem by several laboratories.

The order is random; about 4.7% have a hit in one of these screens.
